Assay outcomes (PubChem)
mcGAS lum: blocks mouse cGAS activity. recombinant cGAS, Kinase-Glo ATP depletion luminescence. AID 1259399. inhibition, % at 12.5 µM. Q8C6L5. 160,000 compounds, 0.15% hits;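 note: 0% = negative control wells and 100% = reference inhibitor with no enzyme activity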
NPYLR7 agonist: mosquito NPYLR7 agonism; HEK293T NPYLR7/Galpha15, GCaMP6s calcium fluorescence; activation, % at 10 µM; 270,000 compounds, 0.15% hits; in the data active = activation above about 40%;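 note: 0% = vehicle and 100% = reference agonist at the receptor; some compounds past the cut are filed as inactive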
hcGAS lum: inhibitors of human cGAS. Q8N884. recombinant h-cGAS, ATP depletion, Kinase-Glo luminescence. inhibition, % at 12.5 µM. 290,000 compounds, 0.081% hits. AID 1259398;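 note: 0% = vehicle reaction and 100% = reaction without DNA for no activity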
Target sequence (Q8N884 whole entry, looked up): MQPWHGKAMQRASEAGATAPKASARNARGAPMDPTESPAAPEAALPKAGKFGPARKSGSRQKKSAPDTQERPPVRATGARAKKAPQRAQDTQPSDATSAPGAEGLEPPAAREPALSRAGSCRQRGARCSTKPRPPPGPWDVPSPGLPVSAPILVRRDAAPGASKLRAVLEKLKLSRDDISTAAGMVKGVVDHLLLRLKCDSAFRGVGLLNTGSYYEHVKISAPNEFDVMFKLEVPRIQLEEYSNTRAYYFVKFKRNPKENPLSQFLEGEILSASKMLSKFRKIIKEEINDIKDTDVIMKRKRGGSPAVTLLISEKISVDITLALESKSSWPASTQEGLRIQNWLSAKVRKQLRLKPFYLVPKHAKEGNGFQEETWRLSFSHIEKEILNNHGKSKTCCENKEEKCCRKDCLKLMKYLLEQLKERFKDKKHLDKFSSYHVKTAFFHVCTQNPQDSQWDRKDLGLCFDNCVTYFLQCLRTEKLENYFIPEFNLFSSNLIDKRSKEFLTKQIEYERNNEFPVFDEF
* hit, by the source's call; . = not tested or not shown; & = joins results of further samples. Cut-off read from the data, not from the text of the source, unless noted: active = inhibition above about 40%; inactive = the rest.

SMILES | mcGAS lum | NPYLR7 agonist | hcGAS lum
COc1ccc(-c2cc(C(=O)N(CCN(C)C)Cc3ccccc3)nc3c(-c4ccccc4)c(C)nn23)cc1 | -8&-6 | -7&0 | -8&-6
O=C1C[C@H]2CC[C@@H](CN1)N2c1ccc(C(F)(F)F)cn1 | . | 8 | 1
Cc1sc(C(=O)O)cc1CS(C)(=O)=O | . | 0 | 4
CCOC(=O)N1CCC(n2ccnc2-c2c(F)cc(OC)cc2F)CC1 | . | 16 | -5
CC1=C(Cc2cn(Cc3csc(N)n3)nn2)C(C)(C)CCC1 | -9 | 8 | -8
CCCCCNc1ccc(S(=O)(=O)Cc2ccc(Cl)cc2)nn1 | -6 | -3 | -4
Cc1cc2ccccc2n1CCNC(=O)C1CCCC1 | . | -1 | -9
Cc1ccc(-n2nnc(C(=O)N(C)C3CCS(=O)(=O)C3)c2C)cc1Cl (configuration not stated) | -7 | 7 | -6
COC(=O)c1cc(OCC2CCC2)cc(C(=O)N2CC(c3cccnc3)C2)c1 | . | -3 | -4
O=C(Cn1cc(Br)c(=O)[nH]c1=O)Nc1cccc(N2CCCCC2=O)c1 | -12 | -2 | -5
COCCCN(CC(=O)N(CCc1c[nH]c2ccccc12)Cc1ccc(F)cc1)C(=O)Nc1cc(C(F)(F)F)cc(C(F)(F)F)c1 | -7 | 19 | -4
O=S(=O)(NC1CC1)c1ccc(S(=O)(=O)Oc2ccc3c(c2)CCC3)cc1 | -18 | 15 | -9
Cn1cccc1C(CNC(=O)C(C)(C)C)N1CCc2ccccc2C1 (configuration not stated) | -8 | 0 | -9
Cc1ccccc1C(=O)Nc1ccc(-n2nc(OCC(C)C)nc2-c2ccccc2F)cc1 | -5 | 15 | -6
CC(=O)C1=NN(c2ccccc2)C2(S1)SC(C(C)=O)=C(C)N2C (configuration not stated) | -4 | 2 | -8
CN(C)S(=O)(=O)c1ccc(C(=O)Nc2c3c(nn2CC(=O)NCc2ccccc2)CSC3)cc1 | -9 | -6 | -1
C=C1C(C)=Nc2c(OC(C)C)nc(N)nc2N1C | . | -2 | -10
COCCNC(=O)[C@H]1C[C@@H](O)[C@H](O)[C@@H]2N=C(Nc3cc(OC)cc(OC)c3)S[C@@H]21 | -7 | -7 | -7
COc1cc(-c2ccnc(N3CCN(S(=O)(=O)c4cc(F)c(F)cc4F)CC3)n2)cc(OC)c1OC | -5 | 6 | -3
NS(=O)(=O)c1ccc(NS(=O)(=O)c2ccc(F)cc2)cc1 | . | -2 | 1
O=C(Cc1nc2ccccc2nc1CC(=O)c1ccccc1)c1ccccc1 | . | 1 | -10
Nc1nc(Cl)nc2c1ncn2C1O[C@H](CO)[C@@H](O)[C@@H]1F (some centres not stated) | . | -2 | -1
O=C(c1ccc(Br)o1)N(c1ccccc1)C1C=CS(=O)(=O)C1 (configuration not stated) | -6 | 6 | -6
CCC(=O)N(Cc1ccc(C(F)(F)F)cc1)CC1CC(c2cccnc2)=NO1 (configuration not stated) | -4 | 8 | -7
c1cc(OCCn2ccnc2)cc(-c2ccnc3[nH]ccc23)c1 | 1 | 1 | 0

Structures shown so far that contain bromine (2):
SMILES | mcGAS lum | NPYLR7 agonist | hcGAS lum
O=C(Cn1cc(Br)c(=O)[nH]c1=O)Nc1cccc(N2CCCCC2=O)c1 | -12 | -2 | -5
O=C(c1ccc(Br)o1)N(c1ccccc1)C1C=CS(=O)(=O)C1 (configuration not stated) | -6 | 6 | -6

Three entries out of the list, ordered by length of the SMILES, smallest number first:
SMILES | mcGAS lum | NPYLR7 agonist | hcGAS lum
CCOC(=O)N1CCC(n2ccnc2-c2c(F)cc(OC)cc2F)CC1 | . | 16 | -5
O=C(c1ccc(Br)o1)N(c1ccccc1)C1C=CS(=O)(=O)C1 (configuration not stated) | -6 | 6 | -6
COCCNC(=O)[C@H]1C[C@@H](O)[C@H](O)[C@@H]2N=C(Nc3cc(OC)cc(OC)c3)S[C@@H]21 | -7 | -7 | -7

(cont.)
SMILES | mcGAS lum | NPYLR7 agonist | hcGAS lum
CCC(=O)Nc1cccc(C(=O)N[C@@H](CO)Cc2ccccc2)c1 | -11 | 17 | -7
COc1ccc(F)c(CN2CCCC3(CCN(C(=O)CCSC)C3)C2)c1 (configuration not stated) | . | 11 | -11
CC(C)(CCl)C(=O)N1CCC[C@@H]1C(=O)NCCCNC(=O)c1ccccc1 | -10 | . | -7
COC1=CC(=O)OC1[C@@]1(c2ccccc2)OC[C@@H](c2ccccc2)N1S(=O)(=O)c1ccccc1 (some centres not stated) | . | -3 | -9
C=CCn1c(SCc2cc(C(C)=O)ccc2OC)nc2ccsc2c1=O | -8 | 10 | 0
COCC(=O)N1CCN(c2cc(C)ccc2OC)C(=O)C1C (configuration not stated) | -5 | -12 | -3
COCCNC(=O)Cn1nc2c(c1NC(=O)c1ccccc1C(F)(F)F)CSC2 | -3 | -3 | -1
CCN(CC)C(=O)Oc1ccc2c(ccn2Cc2ccccc2OC)c1-c1ccc(F)c(Cl)c1 | -8 | 16 | -9
CCOC(=O)C1=C(O)/C(=C\c2cc(OC)cc(OC)c2)SC1=Nc1ccccc1F | 2 | -6 | 4
COc1ccccc1OCCCN1C(=O)C2(OCCCO2)c2ccccc21 | . | -9 | -8
COc1cn(CC(=O)Nc2ccc(C)cc2C)c(CN2CCCCCC2)cc1=O | -9 | 2 | -4
CC(C)C1CN(C(=O)c2cnc[nH]c2=O)CCCN1Cc1ccc(F)cc1 (configuration not stated) | -11 | 4 | -9
CS(=O)(=O)c1nccn1Cc1nc(Cc2ccccc2)no1 | . | 11 | -16
C[C@@H]1CN(C2=CC(=O)OC23CCCCC3)C[C@H](C)O1 | . | 7 | -5
O=C(Nc1nn[nH]n1)c1cc(-c2ccccc2Cl)nc2ccccc12 | -5 | -8 | 14
Cc1c(C)n2c3c(=O)n(C)c(=O)n(C)c3nc2n1CCNc1ccccc1F | . | 9 | -5
CC1(C)Cc2c(sc(N=CN3CCCCCC3)c2C#N)C(C)(C)N1 | . | 20 | -11
O=C(NCCc1ccccc1)Nc1cc2c(cc1Br)OCCO2 | . | -1 | -3
Cc1ccc(OCC(=O)Nc2cc(C)nn2-c2ncnc3c2cnn3-c2cccc(C)c2C)cc1 | -9 | 2 | -7
O=C(NCC(c1cccs1)S(=O)(=O)c1ccccc1)Oc1ccccc1 (configuration not stated) | -8 | -5 | -6
COc1ccc2cc(C(=O)NNC(=O)c3ccccn3)c(C)nc2c1 | -11 | -1 | -2
CN(CCNC(=O)CCN1CCCCCCC1)S(C)(=O)=O | -17 | 27 | -5
COCc1nc(C)nc(N2CCN(C(=O)COc3ccccc3)CC2)c1Cc1ccc(OC)cc1 | -5 | . | -5
CC(C)(C)n1ncc2c(=O)n(NC(=O)C3CC3)cnc21 | . | 0 | -6
Cn1cc(CN2CCC(C(O)c3ccccn3)CC2)c(-c2ccc(C3CCCCC3)cc2)n1 (configuration not stated) | . | 12 | -8

Look-ups from the results shown:
`O=C(NCC(c1cccs1)S(=O)(=O)c1ccccc1)Oc1ccccc1` (configuration not stated) in hcGAS lum: -6
`Cn1cc(CN2CCC(C(O)c3ccccn3)CC2)c(-c2ccc(C3CCCCC3)cc2)n1` (configuration not stated) in hcGAS lum: -8
`CC(C)(CCl)C(=O)N1CCC[C@@H]1C(=O)NCCCNC(=O)c1ccccc1` in mcGAS lum: -10
`CS(=O)(=O)c1nccn1Cc1nc(Cc2ccccc2)no1` in hcGAS lum: -16
`CCC(=O)Nc1cccc(C(=O)N[C@@H](CO)Cc2ccccc2)c1` in mcGAS lum: -11

New compounds follow.
SMILES | mcGAS lum | NPYLR7 agonist | hcGAS lum
CNC(=O)c1cccc(Nc2c(Oc3ccc(C(C)C)cc3)cnn(-c3ccccc3)c2=O)c1 | -4 | 2 | -2
O=C(c1ccccc1NS(=O)(=O)c1ccccc1Br)N1CCCCC1 | . | 1 | -4
O=C(COC1CCCCC1)NCCNc1nc2ccccc2s1 | . | 9 | -12
C=CCN1C(c2ccc(F)cc2)=CSC1=C(C#N)c1nnc2n1CCCCC2 | -3 | -1 | 10
COCCNC(=S)NN=C1CCCCC1 | -6 | 0 | -3
CC1CCN(C(=O)CSc2nc(=O)[nH]c3c2CCC3)CC1 | -7 | -3 | -2
CC1CN(S(=O)(=O)N(CC2CC2)CC2CC2)C(C)CO1 (configuration not stated) | . | 3 | -7
Cc1cnc2c(S(=O)(=O)N(C)Cc3ccc(C(N)=O)cc3)cccc2c1 | -6 | 2 | -1
CCCC(=O)Nc1cc(C)nn1-c1nc(-c2cccs2)cs1 | -3 | -13 | 1
CN(C(=O)c1cccs1)[C@H]1[C@H](O)C[C@@H]2C[C@H](c3ccccc3)OC[C@]21O | -6 | 8 | -1
Cc1csc(CNC(=O)NCc2cc(F)ccc2F)n1 | . | 20 | -6
Cc1ccc(N2C(=O)C3ON(c4ccccc4)C(c4ccco4)C3C2=O)cc1 (configuration not stated) | -4 | 23 | -4
O=C(CSCc1ccc(Cl)cc1)N1CCS(=O)(=O)C2CCCCC21 (configuration not stated) | . | 1 | -6
Cn1c(=NC(=O)C2CC(=O)N(c3ccc4c(c3)OCCO4)C2)sc2ccccc21 (configuration not stated) | -4 | 1 | -4
CCOC(=O)c1ccc2c(c1)nc(SCC(=O)NCC1CCCO1)n2CCOC (configuration not stated) | -7 | 1 | -5
O=C(NCCn1cccn1)c1coc(COc2cccc(C(F)(F)F)c2)n1 | . | 1 | -3
CN(C)CCCNC(=O)C(C1CCCC1)N1CCN(C(=O)C2CCC2)CC1 (configuration not stated) | -4 | -3 | -5
COc1cc(N=c2scc(-c3ccccc3)n2Cc2cccc(OC(F)(F)F)c2)cc(OC)c1 | -3 | 1 | -5
COCCn1cc(C(=O)Nc2nccs2)c2nn(-c3ccccc3)c(=O)c-2c1 | -6 | 0 | -5
CCCCCCNC(=O)c1csc(CN(C(=O)Nc2ccc(OC)cc2)C(C)C)n1 | -4 | 19 | -8
CC(C)OC(=NS(=O)(=O)c1ccc(Br)cc1)c1ccccc1 | -5 | -2 | -5
NC(=O)C(NC(=O)C1CCCc2ccccc21)c1ccccc1F (configuration not stated) | . | -32 | 8
COCCN(CC(=O)Nc1cc(C(C)(C)C)nn1-c1ccc(C)cc1C)C(=O)c1ccc(C)c([N+](=O)[O-])c1 | 0 | . | 0
Cc1[nH]n2c(=O)cc(-c3ccc(Cl)cc3)nc2c1-c1ccc(F)cc1 | . | -17 | -5
O=C(Cn1cc(C(F)(F)F)ccc1=O)NCCC1=CCCCC1 | 0 | 5 | 4
SMILES | mcGAS lum | NPYLR7 agonist | hcGAS lum
COCC(=O)N1CCN(c2ccc(F)cc2)C(=O)C1C (configuration not stated) | -5 | -2 | -4
CN(Cc1cccc(C(=O)Nc2nccn2C)c1)Cc1cc(C2CC2)n[nH]1 | . | 7 | -5
Cc1cc(C(C)(C)C)cc(C)c1CS(=O)Cc1ccc(F)cc1 (configuration not stated) | . | -1 | 7
Cn1ccc(S(=O)(=O)N2CCC(C(=O)NC3(c4ccccc4)CCC3)CC2)c1 | . | 1 | -11
COc1ccc(-c2cc3c(=O)n(CC(=O)N4CCCc5ccccc54)ccn3n2)cc1 | -1 | 13 | -1
CN1CC2(CCCN(C(=O)Cc3ccc4c(c3)NC(=O)CO4)CC2)OC1=O (configuration not stated) | -16 | 5 | -5
Fc1ccccc1CON=C1CCN(c2ncccn2)CC1 | . | 8 | -8
O=C(c1ccco1)N1CCN(CC(=O)N2N=C(c3ccc4ccccc4c3)CC2c2ccccc2)CC1 (configuration not stated) | -5 | -1 | -4
CCN1CCN(Cc2ccccc2CNC(=O)c2ccc(OC)cc2)CC1 | . | 4 | 1
Cn1c(C2CCCCC2)nc2ccccc21 | . | 0 | -8
O=C(NCc1cc(-c2ccc(F)cc2)no1)C1CCCCn2nnnc21 (configuration not stated) | . | -1 | -4
O=c1c2ccccc2nc2n1CCS2 | . | 2 | -1
COCC1(NC(=O)CCc2ccccc2C)CCCC1 | -9 | -3 | -12
CCOC(=O)c1c(NC(=O)CCCl)sc2c1CCCC2 | 1 | -6 | 3
O=C(c1cccnc1)N1CCc2c(ncnc2NCCC2=CCCCC2)C1 | . | 17 | -4
COc1ccc(-c2cccc(-n3cccn3)c2)cc1C(N)=O | . | 10 | 1
CCCC(NCc1ccc(C(N)=O)cc1)c1ccccc1 (configuration not stated) | . | 0 | -6
c1ccc(-c2[nH]c3ccccc3[nH]c3cn(-c4ccccc4)[nH]c2-3)cc1 | -6 | -2 | -14
N#Cc1ccc(-c2nc(-c3cccc(C(F)(F)F)c3)no2)cc1 | -7 | 0 | -3
CCCc1nnc(-c2cc3ccccc3n2CC(=O)Nc2ccc(C)cc2C)o1 | -8 | 0 | -9
CN(C(=O)c1cccc(CS(C)=O)c1)C1CCC(c2ccccc2)CC1 (configuration not stated) | . | -2 | 4
Cc1nnsc1CN(C)C(=O)c1nnn(Cc2ccccc2)c1C | . | 16 | -4
CC(C)c1cc(=O)n2c(n1)SCC2CC(=O)NCc1ccc(Cl)cc1 (configuration not stated) | . | 1 | -2
CC(C)(C)OC(=O)NC1(C(=O)Nc2ncn[nH]2)Cc2ccccc2C1 | -18 | 6 | -4

Quoted from the entries so far for reference:
SMILES | mcGAS lum | NPYLR7 agonist | hcGAS lum
COCC(=O)N1CCN(c2ccc(F)cc2)C(=O)C1C (configuration not stated) | -5 | -2 | -4
CN(Cc1cccc(C(=O)Nc2nccn2C)c1)Cc1cc(C2CC2)n[nH]1 | . | 7 | -5
Cc1cc(C(C)(C)C)cc(C)c1CS(=O)Cc1ccc(F)cc1 (configuration not stated) | . | -1 | 7
Cn1ccc(S(=O)(=O)N2CCC(C(=O)NC3(c4ccccc4)CCC3)CC2)c1 | . | 1 | -11
COc1ccc(-c2cc3c(=O)n(CC(=O)N4CCCc5ccccc54)ccn3n2)cc1 | -1 | 13 | -1
CN1CC2(CCCN(C(=O)Cc3ccc4c(c3)NC(=O)CO4)CC2)OC1=O (configuration not stated) | -16 | 5 | -5
